Assay outcomes: PubChem BioAssay, several laboratories
p47phox inh = blocks human p47phox regulatory protein of NADPH oxidases. P14598. 0.53% of 220,000 active. inhibition, % at 24.7 µM. p47phox/p22phox peptide binding, fluorescence polarization, 2 h;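 active = inhibition above about 30%, limit read from the data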;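 note: 0% = p47phox with labelled peptide and 100% = labelled peptide alone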
Runt-CBFb FRET = Runt domain-CBFb interaction inhibition; Q01196+Q13951; Cerulean-Runt/Venus-CBFb FRET ratio 530/480, 1 h; inhibition, % at 20 µM; 0.46% of 220,000 active; AID 1496;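 active = inhibition over about 50% at 20 µM in the single-dose screen, limit read from the data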;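 note: 0% = DMSO wells and 100% = excess unlabeled CBFb competitor control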
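test system = Cerulean-tagged RUNX1 Runt domain (FRET donor) fusion protein | reagent = Venus-CBFb binding partner, 100 nM | incubation = protein complex preformed 1 h, compound exposure 1 h, room temperature, dark | detection = FRET fluorescence | read-out basis = loss of energy transfer signal | controls = 5 µM unlabeled CBFb as full-inhibition high control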
Hck Nef HTS = human Hck-Nef kinase inhibition; 0.68% of 220,000 active; Recombinant Hck-YEEI plus Nef, Z-Lyte FRET kinase assay; inhibition, % at 20 µM;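 active = Hck-Nef kinase inhibition above about 50%, limit read from the data; inactive = inhibition below that limit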;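 note: 0% = DMSO with Hck plus Nef and 100% = Hck alone without Nef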
Target sequence (P08631 whole entry, looked up): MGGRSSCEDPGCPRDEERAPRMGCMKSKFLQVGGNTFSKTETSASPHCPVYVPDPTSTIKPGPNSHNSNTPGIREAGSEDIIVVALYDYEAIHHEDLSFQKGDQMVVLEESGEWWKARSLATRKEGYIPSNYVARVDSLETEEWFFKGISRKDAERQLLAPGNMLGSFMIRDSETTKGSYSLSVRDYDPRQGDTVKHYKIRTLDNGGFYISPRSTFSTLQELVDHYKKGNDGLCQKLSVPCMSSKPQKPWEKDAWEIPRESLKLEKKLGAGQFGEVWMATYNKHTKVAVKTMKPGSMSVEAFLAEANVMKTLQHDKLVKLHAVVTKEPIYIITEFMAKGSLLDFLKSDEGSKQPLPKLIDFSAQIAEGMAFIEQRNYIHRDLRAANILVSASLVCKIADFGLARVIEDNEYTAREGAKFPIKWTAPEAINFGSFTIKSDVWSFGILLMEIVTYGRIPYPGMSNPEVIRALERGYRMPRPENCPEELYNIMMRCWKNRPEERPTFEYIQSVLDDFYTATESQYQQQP
Tb hexokinase = blocks Trypanosoma brucei hexokinase 1 activity | recombinant TbHK1, G6PDH-coupled NADH A340 | inhibition, % at 10 µM | 0.11% of 220,000 active | AID 1430;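 active = inhibition of 50% or more in the single-dose primary screen; inactive = inhibition below 50%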
MDM2 E3 inh = Mdm2 E3 ligase (human) inhibition; AID 1230; cell-based MDM2 ubiquitination luciferase reporter, 2 h; 0 = plate control, 100 = twice control, blank-subtracted; signal enhancement, % at 5 µM; 0.11% of 210,000 active;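 active = signal enhancement of 30% or more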;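 note: luminescence tracks abundance of the self-degrading MDM2-luciferase fusion protein; higher signal means inhibition of MDM2 E3 ligase activity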
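Buffer or medium: Cells held in DMEM | Assay system: Stable mammalian line carrying autodegrading MDM2–luciferase fusion reporter | Quantity: 2000 cells/well | Times: 4 h settle plus 2 h compound, 37 °C | Doses: One concentration, 5 µM, with 0.2% DMSO | Technique: Luminescence with SteadyLite reagent, 15 min at room temperature | Benchmarks: Plate controls and plate blanks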
Runt-SMMHC FRET = inhibitors of human RUNX1 Runt domain binding to CBFb-SMMHC; Q01196+Q13951; Cerulean-Runt/Venus-CBFb-SMMHC FRET ratio 530/480, 1 h; inhibition, % at 20 µM; 0.74% of 220,000 active; AID 1434;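 active = mean inhibition across duplicate retests at 20 µM reaching about 50%, limit read from the data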;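 note: 0% = DMSO wells and 100% = wells with excess untagged CBFb-SMMHC; inhibitors lower the FRET ratio by blocking Runt binding to CBFb-SMMHC; some results filed as inactive read as strong as hits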
EBV gp42 inh = EBV gp42 inhibition. 0.42% of 220,000 active. inhibition, % (tested at 21.74 µM). Q1HVG2. Fluorescence polarization binding assay, mP read-out; in the data active = inhibition above about 50%
Target sequence (Q1HVG2 whole entry, looked up): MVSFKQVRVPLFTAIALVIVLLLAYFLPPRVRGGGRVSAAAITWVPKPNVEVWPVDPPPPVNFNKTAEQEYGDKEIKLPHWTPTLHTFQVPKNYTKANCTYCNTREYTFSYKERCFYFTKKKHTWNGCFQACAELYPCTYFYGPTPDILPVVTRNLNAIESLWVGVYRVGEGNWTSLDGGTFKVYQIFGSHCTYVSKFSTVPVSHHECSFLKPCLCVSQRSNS
14-3-3 Bad PPI = disrupts binding of bovine 14-3-3 zeta to phospho-Bad peptide; P63103; TR-FRET 14-3-3zeta/Dy647-pBad peptide displacement, 1 h; inhibition, % at 21.7 µM; 0.71% of 220,000 active; AID 781;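 active = inhibition above about 70%, limit read from the data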;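 note: 0% = full 14-3-3 plus peptide FRET controls and 100% = background without 14-3-3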
Target sequence (P63103 whole entry, looked up): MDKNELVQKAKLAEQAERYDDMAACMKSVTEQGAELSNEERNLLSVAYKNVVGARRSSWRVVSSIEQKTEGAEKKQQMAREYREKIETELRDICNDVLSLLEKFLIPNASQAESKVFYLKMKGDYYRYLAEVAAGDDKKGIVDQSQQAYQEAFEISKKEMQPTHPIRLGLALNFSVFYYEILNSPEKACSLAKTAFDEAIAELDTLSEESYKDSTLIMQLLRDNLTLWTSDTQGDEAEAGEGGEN
L929 necroptosis = blocks zVAD induced death of L929 cells; 0.38% of 220,000 active; viability rescue, % at 10 µM; L929 zVAD necroptosis rescue, ATP luminescence, 24 h; with zVAD 60 µM;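 active = activation, scaled between plate controls, above about 75%, limit read from the data; inactive = activation under that limit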;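 note: 0% = zVAD with DMSO and 100% = DMSO alone without zVAD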
The depositor's hits bear a star; nt = no result given; [ ] = another dose, or the depositor's remark. The order is random (roughly 3.2% active in at least one column).

SMILES	p47phox inh	Runt-CBFb FRET	Hck Nef HTS	Tb hexokinase	MDM2 E3 inh	Runt-SMMHC FRET	EBV gp42 inh	14-3-3 Bad PPI	L929 necroptosis
Cc1cc(OCc2nc(-c3cccs3)no2)cc(C)c1Cl	-10	-3	1	4	-14	0	-2	-2	0.5
Nc1cc([N+](=O)[O-])ccc1Nc1ccccc1	-5	-6	82*	-9	-2	-2	-5	-7	0.2
O=C(C1=C(O)C(=O)N(Cc2ccccc2)C1c1ccco1)c1ccco1 (stereo not given)	-8	5	0	-18	-18	12	-9	21	-0.2
COc1cc(OC)c(C2C(C(=O)Nc3ccccc3)=C(C)Nc3ncnn32)cc1OC (stereo not given)	-4	1	2	2	-11	3	0	-2	1.3
CCOc1ccc2[nH]c(C)c(CN3CCCCC3)c(=O)c2c1	-4	-1	-1	-20	-3	4	0	nt	0.4
CN(C)CC(O)COC(c1ccc(Cl)cc1)c1ccc(Cl)cc1 (stereo not given)	-8	-1	-27	9	-6	0	-11	-10	-0.2
O=C(Nc1ccc(Br)cn1)c1cccc2c1-c1ccccc1C2=O	-4	nt	-1	2	-14	-3	-5	31	-0.2
CCCc1cc(=O)n2[nH]c(CCc3ccccc3)nc2n1	-4	-1	-2	2	-7	2	-7	-4	-0.2
CCOC(=O)C1C(=O)C=C(c2cccs2)CC1c1ccccc1 (stereo not given)	-3	1	3	-16	8	3	-11	22[fluorescence artefact?]	-0.6
Brc1ccc(-c2csc(N/N=C/c3ccco3)n2)cc1	0	1	27	-8	-25	0	-5	-7	6.9
Cc1ccc2[nH]c(=O)c3cc(C(=O)N(CCCOC(C)C)Cc4ccco4)sc3c2c1	-21	3	-1	-28	-11	1	8	8	-0.1
COc1ccccc1/C=C/CN1CCN(c2ccccc2)CC1	-2	2	-2	5	-14	-3	-13	44	1.1
O=c1[nH]c(=O)n(CCO)c2nnn(Cc3ccccc3)c12	-8	-2	2	3	-9	-2	-19	-9	-0.1
Cc1ccc(SCC(=O)Nc2cccc(NC(=O)c3ccco3)c2)cc1	-6	0	0	-4	-15	3	7	-3[fluorescence artefact?]	0.3
CCN(CC)C(=O)COC(=O)c1ccc(C)c(NC(=O)c2ccco2)c1	-5	0	3	-2	-10	0	-1	5	0.3
OCCC1CN(Cc2cccn2-c2nccs2)CCN1C1CCCCC1 (stereo not given)	1	1	14	2	-13	-8	-7	-6	-1.6
Cc1cccc(C(=O)NC2CC3CCCC(C2)N3C(=O)NC2CCCCC2)c1 (stereo not given)	2	-4	9	-4	-24	2	-28	7[fluorescence artefact?]	0.6
O=C(/C=C/c1ccc(F)cc1)N1CCCN(C(=O)/C=C/c2ccc(F)cc2)CC1	3	-3	1	0	-16	0	4	2	0.9
Cc1ccc(NC(=O)CCN2C(=O)OC(C)(C)C2(C)O)cc1 (stereo not given)	-3	0	25	-2	-10	-18	10	-13	1.2
COc1ccc(NC(=O)/C=C/c2ccc(OC)c(OC)c2)cn1	6	-2	6	-35	-19	-3	-13	-4	-0.8
Cc1ccc(S(=O)(=O)Nc2ccccc2CNc2ccccn2)cc1	-20	0	1	15	2	2	7	1	0.9
Cc1scc(C(=O)Nc2ccon2)c1-c1ccccc1	-16	0	11	-2	-1	2	-7	-5	0.0
COC(=O)c1ccc(Cl)c(S(=O)(=O)N2CCCC2)c1	-3	-1	7	2	5	-5	-11	-2	0.9
COC(=O)[C@H](C)NC(=O)Nc1cc(Cl)ccc1C	2	1	-24	6	-8	0	3	5	-0.9
O=c1c(Cc2ccc(F)cc2)c(O)ccn1Cc1ccc(Cl)cc1Cl	-13	0	-1	2	-1	-3	-10	-5	0.4
Going on with the list.
SMILES	p47phox inh	Runt-CBFb FRET	Hck Nef HTS	Tb hexokinase	MDM2 E3 inh	Runt-SMMHC FRET	EBV gp42 inh	14-3-3 Bad PPI	L929 necroptosis
Cc1ccc2c(NC(=O)C3CC3)cccc2n1	-12	-184	-1	0	-4	3	-1	6[fluorescence artefact?]	0.0
C=CCNC(=O)c1onc(CSc2ccccc2F)c1C(=O)O	-14	-1	0	4	-10	-11	-16	38[fluorescence artefact?]	-0.4
COCCNC(=O)C(c1ccc(O)cc1)N(C(=O)CCC(=O)Nc1nccs1)c1ccc(C)cc1 (stereo not given)	-8	0	25	0	9	2	-2	-18	1.8
CC(C)Oc1cccc(C(=O)C2CCCN(C(=O)c3ccnn3C)C2)c1 (stereo not given)	-9	2	21	3	2	2	-18	-6	0.6
CS(=O)(=O)N(CC(=O)NCc1ccc2c(c1)OCO2)Cc1ccccc1	1	2	17	6	-8	0	7	-6	0.1
CC(=O)Nc1cccc(-c2nc3ccccc3s2)c1	-8	0	16	-11	3	-3	5	5	55
O=Cc1cccn1-c1ccc(O)cc1	1	nt	20	1	14	nt	-5	-15	4.5
CSc1n[nH]c(=O)n1-c1cccc(Cl)c1	-11	1	5	-3	3	2	-7	0	0.6
Cc1cccc(NC(=O)CCSc2nnc(Cc3ccccc3)o2)c1	-2	-2	0	-2	-3	-2	-4	-2	-0.3
C/C(CC(=O)Nc1ccc(OCc2ccccc2)cc1)=N\NC(=O)C(=O)Nc1cccc(C)c1	-5	-1	2	4	14	1	-4	12[fluorescence artefact?]	-0.3
COc1cc(O)oc1C=Nc1ccc(C(F)(F)F)cc1	-3	-3	1	-20	-13	-1	-1	2[fluorescence artefact?]	-0.1
COc1ccc(OC)c(NC(=O)C(CC(C)C)NC(=O)C2CCCCC2)c1 (stereo not given)	-8	1	-2	-3	-8	-1	-13	7	2.1
COc1ccc2[nH]c(=O)c(CN(Cc3nnnn3Cc3ccco3)C3CCCCC3)cc2c1	-22	-19	-1	-9	3	-65	-13	0	-0.1
COc1ccc(/C=N/NC(=O)c2ccncc2)cc1[N+](=O)[O-]	-3	0	-37	-17	-7	1	1	-11	1.6
COc1ccc(NC(=O)CSC2=NC(=O)CC(C)=N2)cc1	-13	-1	-1	0	-14	3	-11	1	0.1
CCN(CC)CCOC(=O)/C=C/c1ccccc1	-55	1	2	-1	-1	-2	-14	-6	2.3
CCOc1ccc(CN(C)CC(=O)Nc2cccc3ccccc23)cc1OC	4	-2	1	1	-1	3	4	50	1.8
COc1cc(CC(=O)Nc2ccc(Cl)c(C(F)(F)F)c2)cc(OC)c1OC	-6	-3	3	1	-6	2	-7	6	1.3
O=C(O)c1cc(-c2ccc(N3CCOCC3)cc2)nn1-c1ccccc1Cl	-15	0	20	-5	-3	1	-21	-4	1.7
O=C(NCc1ccncc1)c1ccc(Cl)c(S(=O)(=O)N2CCCCC2)c1	0	-1	5	3	-11	2	-3	3	0.0
CCNC(=O)CSc1nnc(-c2cccs2)o1	18	1	12	1	-4	0	-6	2	0.2
COC(=O)c1c(NC(=O)C2CC2)sc2c1CCN(C(C)=O)C2	0	0	7	-13	-5	-8	5	7	1.9
O=Cc1ccccc1Oc1ccccc1	-6	0	4	-2	-11	4	-3	2	0.4
O=C(N(c1ccccn1)c1ccccn1)C12CC3CC(CC(C3)C1)C2	1	1	29	-5	-16	2	-12	-3	0.1
COc1ccc(CCNC(=O)CCNS(=O)(=O)c2cccc3nonc23)cc1OC	-7	2	-1	-20	-13	-1	-6	2	0.4
(list continues)
SMILES	p47phox inh	Runt-CBFb FRET	Hck Nef HTS	Tb hexokinase	MDM2 E3 inh	Runt-SMMHC FRET	EBV gp42 inh	14-3-3 Bad PPI	L929 necroptosis
Cn1c(Cl)c(/C=N/OC(=O)c2cccc(Cl)c2)c2ccccc21	-5	-1	-1	2	0	-2	-11	-6	4.1
COc1ccc(-c2nc(NC(C)=O)sc2-c2ccccc2)cc1	3	1	-7	-4	nt	-8	4	-26	1.1
COCc1cc(/C=N\NC(=O)COc2ccc(Cl)cc2)ccc1OC	5	-3	1	2	-1	2	-2	11	1.1
S=C(NCc1ccccc1)NC1CCCCC1	-5	-3	12	2	2	1	-2	-8	1.5
O=C(CSc1nc2ccccc2s1)Nc1cc(S(=O)(=O)N2CCOCC2)ccc1O	-23	41	-1	12	-7	23	-17	10	-0.2
CC1CCN(C(=O)c2ccc(CSc3ccc(Cl)cc3)cc2)CC1	-7	-6	5	4	nt	-7	-9	2	0.1
CCOc1ccc(NC(=S)N(CCN2CCOCC2)Cc2cc3cc4c(cc3[nH]c2=O)OCO4)cc1	3	-25	-1	-43	-7	71	-1	-5	1.6
N=C1SCC(=O)N1c1ncc(Cc2ccc(F)cc2)s1	-16	nt	20	-16	-4	nt	-14	-4	0.7
[N-]=[N+]=NC1C[C@H](n2ccc(=O)[nH]c2=O)O[C@@H]1CO (stereo not given in full)	-4	1	-6	-2	nt	-2	-6	-3	1.5
CCC(=O)N1CCc2cc(OC)c(OC)cc2C1COc1ccc(OC)cc1 (stereo not given)	-4	2	17	2	-9	0	-18	-5	-0.8
CCN(CC)CCCN1C(=O)c2oc3ccccc3c(=O)c2C1c1cccnc1 (stereo not given)	-5	1	16	54*	1	-2	-15	5[fluorescence artefact?]	1.3
CCCCc1c(O)c2ccccc2n(CCCC)c1=O	-3	-2	-10	-9	-1	0	0	1	0.5
CC1(C)[N+]([O-])=C2C(=[N+]([O-])C1(C)C)c1ccccc1/C2=N\O	2	-1	1	-14	-37	-2	-1	-4	0.0
COc1ccccc1CNC(=O)c1ccc(CNc2c(N3CCCC3)c(=O)c2=O)cc1	2	-1	-3	-1	-9	-2	-2	3	0.9
Cc1cc2ncc(-c3ccc(Cl)cc3)cn2n1	3	3	17	2	-16	0	7	-15	57
NC1=NC[C@@H](Cc2ccc(O)cc2)N1CCc1cc(C(F)(F)F)cc(C(F)(F)F)c1	-6	1	22	15	-1	3	14	-4	0.8
Cc1ccc(CNC(=O)C(NS(=O)(=O)c2cccs2)C(C)C)cc1 (stereo not given)	4	0	0	1	-2	6	-4	nt	-0.3
COC(=O)COc1ccc(S(=O)(=O)Nc2ccc3c(c2)OCO3)cc1	-6	6	1	-1	-11	2	5	-11	0.1
N#Cc1cnn(-c2ncnc3sc(-c4ccccc4)cc23)c1N	-8	0	5	-20	6	0	-4	8	0.2
COc1ccc2c(c1)c(C(=O)N1CCN(C)CC1)c(C)n2-c1ccccc1	-18	-1	0	-4	9	0	-11	50	0.0
O=C(CCC1CCCCC1)NC1=NCCS1	-5	-2	5	-1	3	-3	-106	-7[fluorescence artefact?]	1.1
COc1ccc(/C(N)=N/O)cc1O	2	1	3	26	4	2	-10	-14	0.1

Some of the entries so far, bar-delimited:
SMILES | p47phox inh | Runt-CBFb FRET | Hck Nef HTS | Tb hexokinase | MDM2 E3 inh | Runt-SMMHC FRET | EBV gp42 inh | 14-3-3 Bad PPI | L929 necroptosis
CC1(C)[N+]([O-])=C2C(=[N+]([O-])C1(C)C)c1ccccc1/C2=N\O | 2 | -1 | 1 | -14 | -37 | -2 | -1 | -4 | 0.0
Cc1cc2ncc(-c3ccc(Cl)cc3)cn2n1 | 3 | 3 | 17 | 2 | -16 | 0 | 7 | -15 | 57
COc1ccc(/C(N)=N/O)cc1O | 2 | 1 | 3 | 26 | 4 | 2 | -10 | -14 | 0.1
O=C(CCC1CCCCC1)NC1=NCCS1 | -5 | -2 | 5 | -1 | 3 | -3 | -106 | -7[fluorescence artefact?] | 1.1
